Compound activity as filed in PubChem BioAssay.
VP16 counter: VP16 counterscreen qHTS for inhibitors of ROR gamma transcriptional activity | Drosophila S2 Gal4-VP16 UAS-luciferase, luminescence, 20 h | Potency, µM (titrated, usually from 53.6 µM), inactives show at the highest dose activity, negative = inhibition, actives largely listed as inhibitors | 3.5% of 310,000 active | AID 2546, 2010;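 note: Gal4-VP16 expression switched on by copper sulfate through the metallothionein promoter; potency is the fitted concentration of half-maximal effect; % is set by controls: 0 for no effect and ±100 for the full control effect; nearly all actives have a fitted effect of over 50% in size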
ELG1 genotox: qHTS screen for small molecules that induce genotoxicity in human embryonic kidney (HEK293T) cells expressing luciferase-tagged ELG1. Potency, µM (series often up to 46 µM), for the others: at the highest dose activity change, positive = activation, usual class: activators. 1.3% of 330,000 active. HEK293T ELG1-luciferase reporter, luminescence, 16 h. AID 504466, 2011; note: potency is the fitted concentration of half-maximal effect; % of control where 0% means no effect; nearly all actives have a fitted effect of over 60% in size
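Step 1: seed 2,000 HEK293T ELG1-luciferase cells per well. Step 2: add compound or DMSO, incubate 16 hr at 37 °C. Step 3: ONE-Glo, 30 min at room temperature, read luminescence.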
RORg inh: qHTS for inhibitors of ROR gamma transcriptional activity; Nuclear receptor ROR-gamma (Mus musculus), P51450; Drosophila S2 Gal4-RORgamma UAS-luciferase reporter, 20 h; Potency, µM (series often up to 53.6 µM), without a hit: at the highest dose activity change, negative = inhibition, most hits filed as inhibitors; 5.4% of 310,000 active; AID 2551, 2010; note: potency is the fitted concentration of half-maximal effect; % is set by controls: 0 for no effect and ±100 for the full control effect; nearly all actives have a fitted effect of over 60% in size
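Stably transfected Drosophila Schneider cells are the test system, with ROR gamma fused to Gal4 and luciferase under UAS control; luminescence is read after 20 hr of 700 uM copper sulfate induction at ambient temperature.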
Tb PFK inh: qHTS Assay to Find Inhibitors of T. brucei phosphofructokinase; ATP-dependent 6-phosphofructokinase (Trypanosoma brucei brucei), O15648; T. brucei PFK, ADP-Glo luminescence; Potency, µM (highest dose often 57.5 µM), for the others: top-dose activity, negative = inhibition, hits mostly inhibitors; 0.17% of 330,000 active; AID 485367, 2010;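 note: potency is the fitted concentration of half-maximal effect; 0% = uninhibited 1x PFK enzyme wells and -100% = no-enzyme wells; nearly all actives have a fitted effect of over 60% in size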
Target sequence (O15648 whole entry, looked up): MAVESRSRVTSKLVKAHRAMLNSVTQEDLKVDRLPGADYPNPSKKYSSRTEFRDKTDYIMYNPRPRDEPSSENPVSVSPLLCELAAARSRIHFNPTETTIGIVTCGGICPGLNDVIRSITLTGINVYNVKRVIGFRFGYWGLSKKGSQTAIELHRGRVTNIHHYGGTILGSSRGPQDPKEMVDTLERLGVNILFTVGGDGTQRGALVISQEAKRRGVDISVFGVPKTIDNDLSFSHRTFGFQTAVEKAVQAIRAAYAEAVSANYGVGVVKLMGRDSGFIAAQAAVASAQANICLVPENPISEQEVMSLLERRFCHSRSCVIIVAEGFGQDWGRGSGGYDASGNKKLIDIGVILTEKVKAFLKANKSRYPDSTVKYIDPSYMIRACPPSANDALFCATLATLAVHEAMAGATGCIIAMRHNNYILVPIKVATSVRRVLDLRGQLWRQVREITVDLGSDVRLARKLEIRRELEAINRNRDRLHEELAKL
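Activity is normalized to no-enzyme wells (full inhibition) and 1.25 nM enzyme wells (no inhibition). Reaction: 0.5 mM F6P, 0.1 mM ATP, 45 min RT, ADP-Glo luminescence; concentration-response curves fitted and classed by quality.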
NPC1 promoter act: qHTS Assay for NPC1 Promoter Activators; Huh7 NPC1 promoter luciferase reporter, 24 h; Potency, µM (highest dose often 9.22 µM), for inactives: top-dose activation, hits mostly activators; 2.4% of 320,000 active;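 note: potency is the fitted concentration of half-maximal effect; % of control where 0% means no effect; nearly all actives have a fitted effect of over 60% in size; reporter is driven by a mutant NPC1 promoter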
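Readout is luciferase luminescence, reflecting NPC1 promoter activation in stably transfected Huh7 cells after 24 h compound exposure at 37 °C in reduced-serum medium with 10% FBS.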
Rab9 promoter act: qHTS Assay for Rab9 Promoter Activators | Huh7 Rab9 promoter-luciferase reporter, luminescence, 24 h | 2.8% of 320,000 active | Potency, µM (highest dose often 9.22 µM), for the others: top-dose activation, negative = inhibition, hits mostly activators; note: potency is the fitted concentration of half-maximal effect; % of control where 0% means no effect; nearly all actives have a fitted effect of over 60% in size
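Measured in stably transfected Huh7 cells bearing a Rab9 promoter–luciferase construct: 24 h compound treatment at 37 °C, followed by luminescence detection.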
uPA surface inh: qHTS for Inhibitors of Cell Surface uPA Generation. cell surface uPA generation assay, qHTS. Potency, µM (top dose mostly 38.3 µM), for inactives: at the top dose activity change, negative = inhibition, actives largely listed as inhibitors. 0.31% of 330,000 active; active = well fitted inhibition curve with a large enough effect; inconclusive = small, poorly fitted or top-dose-only effect; inactive = no such curve, though single readings can be large or run the other way; tested in mouse RAW 264.7 cells; note: potency is the fitted concentration of half-maximal effect; % is set by controls: 0 for no effect and ±100 for the full control effect; nearly all actives have a fitted effect of over 55% in size
Giardia kill: Small Molecules that selectively kill Giardia lamblia: qHTS. Giardia lamblia trophozoite viability. activity change, % at 7.66 µM, hits read low. 0.15% of 340,000 active. AID 540267, 2011; in the data active = activity change below about -80%; inconclusive = between about -30% and that limit;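 note: parasites exposed to compound for two days anaerobically before the ATP read; % is set by controls: 0 for no effect and ±100 for the full control effect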
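Media and compound were dispensed first, then trophozoites at 100 cells/well; plates sat 48 hrs at 37 deg C without oxygen before ATP luminescence reagent was added and read after 15-30 min at room temperature.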
KCNH2 3.1 block: qHTS for Inhibitors of KCHN2 3.1: Mutant qHTS; Potassium voltage-gated channel subfamily H member 2, brain isoform KCNH2 3.1 (human); U2OS KCNH2 3.1, thallium flux FluxOr; hits give low values; activity change, % (tested at about 1.8 µM); 0.95% of 340,000 active; AID 720553, 2013;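 active = maximum activity change below -70%; inconclusive = maximum activity change from -70% to -50%; inactive = maximum activity change above -50%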;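 note: thallium influx rate constant from kinetic fluorescence after stimulation buffer; % is set by controls: 0 for no effect and ±100 for the full control effect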
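Normalized rate constant (relative to positive and negative DMSO controls) derived from a 2 min kinetic fluorescence read after stimulation; U2OS cells expressing the 3.1 isoform via virus at 1.77 x 10^8 /mL.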
FBPA coupling cs: qHTS Assay for Inhibitors of Fructose-1,6-bisphosphate Aldolase from Giardia Lamblia: Coupling assay counterscreen | coupling enzyme system counterscreen, AmpLite Red fluorescence | activity change, negative = inhibition, % at 58.2 µM, hits read low | 0.67% of 290,000 active; in the data active = activity change below about -30%; note: % is set by controls: 0 for no effect and ±100 for the full control effect
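Compounds tested against the coupling enzymes alone at 57.5 uM final; readout was AmpLite Red fluorescence (525/598 nm) after 20 min at RT.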
FLuc counter: qHTS profiling assay for firefly luciferase inhibitor/activator using purifed enzyme and Km concentrations of substrates (counterscreen for miR-21 project); Luciferin 4-monooxygenase (Photinus pyralis), P08659; purified FLuc, Km substrates, luminescence inhibition; Potency, µM (highest dose often 57.5 µM), for inactives: at the top dose activity change, negative = inhibition, hits mostly inhibitors; 6.9% of 360,000 active; AID 588342, 2011;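 note: potency is the fitted concentration of half-maximal effect; plate controls were vehicle for no effect and reference inhibitor for full effect; nearly all actives have a fitted effect of over 55% in size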
Target sequence (P08659 whole entry, looked up): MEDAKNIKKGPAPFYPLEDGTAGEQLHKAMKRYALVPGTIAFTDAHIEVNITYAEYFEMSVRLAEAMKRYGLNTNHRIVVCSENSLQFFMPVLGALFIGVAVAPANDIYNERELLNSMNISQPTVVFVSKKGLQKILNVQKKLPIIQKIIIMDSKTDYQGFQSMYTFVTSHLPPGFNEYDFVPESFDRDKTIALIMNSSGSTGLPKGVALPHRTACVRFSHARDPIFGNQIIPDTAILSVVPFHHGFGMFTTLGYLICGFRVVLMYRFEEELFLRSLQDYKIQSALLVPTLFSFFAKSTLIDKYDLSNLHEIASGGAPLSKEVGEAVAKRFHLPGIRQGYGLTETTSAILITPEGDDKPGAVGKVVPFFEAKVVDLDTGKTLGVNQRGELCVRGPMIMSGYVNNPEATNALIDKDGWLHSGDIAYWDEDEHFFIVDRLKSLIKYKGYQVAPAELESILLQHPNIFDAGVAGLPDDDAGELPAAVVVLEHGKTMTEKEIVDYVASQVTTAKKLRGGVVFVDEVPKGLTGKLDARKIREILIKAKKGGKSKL
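Biochemical qHTS of compounds, final roughly 60 µM downward over six points, against 10 nM purified firefly luciferase using Km concentrations of substrates (10 uM D-luciferin, 10 uM ATP) in Tris acetate pH 7.5 buffer; luminescence output.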
* marks the source's active call; other numbers are inactive results; ? = inconclusive; . = no result given; [ ] = dose if it differs, or a comment. Unless noted, calls come from the whole dose curve; as a rule, active = well fitted curve in the direction sought with a large enough effect; inconclusive = small, poorly fitted or top-dose-only effect, or another doubt; inactive = no such curve, though single readings can be large; an effect the other way counts as inactive or inconclusive.

SMILES | VP16 counter | ELG1 genotox | RORg inh | Tb PFK inh | NPC1 promoter act | Rab9 promoter act | uPA surface inh | Giardia kill | KCNH2 3.1 block | FBPA coupling cs | FLuc counter
COc1cc(NC(=O)c2ccc(Br)o2)c(C(=O)O)cc1OC | -3% | 2% | 13% | 24% | -1% | -1% | 5% | -11 | -31 | -15 | 21µM*
COc1ccc(Cl)cc1NC(=O)CN(C)CC(=O)Nc1ccc(S(N)(=O)=O)cc1 | 5% | -17% | -6% | 0% | 0% | 1% | -1% | 13 | 8 | -2 | 0%
CSC1=NCCN1C(=O)c1cccs1 | -10% | -7% | -4% | 4% | 1% | -3% | 12% | -5 | 6 | 1 | ?
O=C(COC(=O)c1ccc[nH]c1=O)Nc1ccc(N2CCCCC2)cc1 | . | -4% | . | -12% | . | . | ? | ? | -9 | . | .
C=CCNC(=O)COc1ccc(Br)cc1Cl | 10% | 14% | ? | -11% | ? | ? | -6% | -5 | -13 | 0 | 17µM*
Cc1nc([N+](=O)[O-])cn1CC(O)c1ccccc1 (stereo unspecified) | -7% | -1% | 16% | 0% | -2% | -2% | 1% | -19 | 23 | 3 | -1%
COc1ccc(-c2c(-c3cc(OC)cc(OC)c3)n(C)c3ccc(Br)cc23)cc1 | . | 0% | . | 10% | -2% | -2% | 2% | 3 | . | . | 0%
OC(CN1C2=NCCCN2c2ccccc21)c1ccc2c(c1)OCO2 (stereo unspecified) | -5% | -2% | 21% | 0% | -5% | 8% | -6% | 30[activator] | -2 | 0 | 1%
COc1cc(OC)cc(C(=O)N[C@H](C(=O)OCC(=O)NC(=O)c2cccn2C)C(C)C)c1 | 9% | 0% | 4% | 0% | -3% | -2% | 1% | -12 | -5 | -1 | -8%
CNC(=S)N1CCN(c2ccccc2OC)CC1 | 2% | 0% | 0% | -6% | -11% | 2% | 2% | -3 | -31 | 0 | -1%
O=C1C(Br)=Cc2cccc3cccc1c23 | -6% | 10% | -5% | -9% | -4% | 2% | -13% | -2 | 11 | -6 | -5%
Cc1ccc(C)c(C2NC(=O)c3ccccc3N2)c1 (stereo unspecified) | 7% | -1% | -2% | -5% | -31%[inhibitor] | -24% | ? | -2 | -7 | 3 | 1%
CCn1c(=O)cc(OCC(=O)N2CCCC2)c2ccccc21 | 9% | ? | -1% | -1% | -2% | 4% | -9% | 1 | 3 | -2 | -1%
COCCNC(=S)Nc1ccc(N2CCOCC2)c(S(=O)(=O)Nc2ccccc2OC)c1 | . | 11% | . | -1% | 12% | 0% | ? | 11 | -2 | . | -20%
COc1ccc(-n2ncc3c(NCC(C)C)ncnc32)cc1 | -1% | ? | 40% | 1% | 0.4µM* | 0.35µM* | -11% | -26 | 2 | 1 | 1.1µM*
CC(NC(=O)C1C2C=CC(C2)C1C(=O)O)c1ccccc1 (stereo unspecified) | -4% | -5% | 14% | 5% | 11% | 5% | 1% | 0 | 7 | -1 | 4%
CCOC(=O)c1cc(NC(=O)c2ccc(C)cc2)c(=O)oc1-c1ccccc1 | 1% | -2% | -24% | 1% | -5% | 0% | 1% | 1 | -4 | 2 | -1%
CCOC(=O)c1ccc(NC(=S)NCCc2ccccc2)cc1 | ? | 0% | 8.9µM* | 2% | 2% | -2% | 8% | 3 | 11 | -1 | 3%
O=S(=O)(Nc1nc2ccccc2nc1N1CCc2ccccc2C1)c1ccc(Br)cc1 | ? | ? | 7.9µM* | 3% | -2% | -2% | -1% | -15 | 4 | -17 | 15µM*
Cc1ccc2c(CC(=O)N(CC3CCCO3)c3c(N)n(Cc4ccccc4)c(=O)[nH]c3=O)coc2c1 (stereo unspecified) | . | 5% | . | 0% | -1% | 0% | 8% | -9 | 5 | . | -1%
c1ccc(-c2nc(-c3cccnc3)n[nH]2)cc1 | 2% | 9% | 36% | 0% | 16% | 28% | . | . | . | 5 | ?
Cc1ccc(OCC(=O)Nc2cc(S(=O)(=O)N3CCOCC3)ccc2N2CCCC2)cc1 | . | -2% | . | 0% | -4% | -1% | 25% | 7 | -21 | . | 3%
COc1ccc(C2CC(c3ccccc3Br)=NN2c2ccc(S(N)(=O)=O)cc2)cc1 (stereo unspecified) | . | 2% | . | -2% | . | . | -27% | -3 | -1 | . | .
COc1cc2c(cc1OC)C(C(=O)N1CCN(c3ccccc3)CC1)C(c1cccs1)N(C)C2=O (stereo unspecified) | 1% | -7% | 19% | 5% | -4% | 0% | -4% | 11 | -30 | 0 | 8%
COCCn1cnnc1SCC(=O)Nc1cc(OC)c([N+](=O)[O-])cc1C | -5% | -7% | 0% | 2% | 3% | -38%[inhibitor] | 0% | 4 | -6 | 1 | -1%
CCc1ccccc1NC(=O)c1cc(S(=O)(=O)N2CCc3ccccc32)cn1C | 2% | 3% | 3% | -5% | -1% | -6% | -6% | -23 | 1 | -1 | 1%
Cc1nc(C(=O)NNC(=O)Nc2ccccc2)cs1 | 1% | 3% | 4% | 0% | -1% | -3% | 4% | 4 | 7 | 4 | -9%
Cc1csc(NC(=O)c2cc3c(s2)CCCC3)n1 | ? | ? | 10% | 4% | 0.56µM* | ? | ? | ? | 14 | 5 | 0.27µM*
O=C1C=C(c2ccc3c(c2)OCO3)C[C@@H](c2ccc(Cl)cc2)C1 | . | -1% | . | -1% | 2% | -6% | -12% | -2 | 0 | . | 0%
COC(=O)c1c(C)oc(C)c1S(=O)(=O)Nc1ccccc1 | 3% | -3% | 1% | 0% | -2% | -8% | -9% | -7 | 16 | -1 | 6%
O=C(CSc1ncn[nH]1)Nc1ccc(Cl)c(S(=O)(=O)N2CCOCC2)c1 | 0% | -2% | 5% | 1% | -3% | -5% | 0% | -11 | 4 | 1 | 3%
CCCCC(CC)CNC(=O)C(=O)c1ccccc1NC(C)=O (stereo unspecified) | ? | -2% | 6% | -5% | 1% | 0% | 2% | -1 | 5 | 0 | -2%
CCC(c1nnc(SCC(=O)Nc2ccc(C(=O)N(C)C)cc2)n1Cc1ccccc1)N(C)C (stereo unspecified) | 2% | 4% | 3% | -3% | -4% | 3% | -3% | -24 | 3 | . | 4%
Cc1csc(SCC(=O)Nc2ccc3c(c2)OCCO3)n1 | -17% | ? | -2% | 0% | 25% | ? | 1% | -12 | 23 | -8 | 21µM*
COc1cc2c(cc1OC)C(C)N(C(=O)c1cc3c(=O)oc4ccc(C)cc4c3s1)CC2 (stereo unspecified) | -21% | 2% | 10µM* | 3% | 1% | -7% | 14% | -19 | 2 | -2 | -2%
Cc1ccc(CNC(=O)CC(C)S(=O)(=O)c2ccc3c(c2)NC(=O)CS3)o1 (stereo unspecified) | -2% | -2% | -6% | -3% | -2% | 5% | 3% | -21 | -9 | -1 | -1%
CN(C)c1cccc(C(=O)NNC(=O)C23CC4CC(CC(C4)C2)C3)c1 | . | ? | . | 8% | . | . | 12% | ? | 5 | . | .
O=C(CCN1C(=O)C2C3C=CC(C3)C2C1=O)N1CC(=O)N(CCc2ccccc2)C(=O)C1 (stereo unspecified) | 3% | 0% | -21% | 5% | -2% | -2% | 4% | -23 | -2 | 0 | -1%
CC(=O)Nc1cccc(C(=O)N2CCN(S(=O)(=O)Cc3ccccc3)CC2)c1 | . | 1% | . | 5% | . | . | 2% | -3 | 9 | . | .
CC(=O)N1CCc2cc(S(=O)(=O)NCC(=O)NCc3ccc(Cl)cc3)ccc21 | -8% | -2% | 18% | -13% | 2% | -5% | -8% | -26 | 5 | 3 | 2%
COc1ccc(S(=O)(=O)N2CCC(C(=O)NCCN3CCOCC3)CC2)cc1 | -1% | -2% | 14% | 5% | -2% | -3% | 1% | -8 | 8 | . | -1%
Cc1ccc(Nc2nc(-c3ccccc3)cs2)nc1 | ? | 0.33µM* | ? | 0% | 0.45µM* | 0.56µM* | 10µM* | -26 | 17 | -1 | 0.38µM*
Cc1cccc(C)c1OCC(=O)N/N=C/c1cccn1C | 25% | -1% | 17% | -1% | 0% | -4% | 3% | -6 | -10 | 1 | 4%
Cc1ccc(S(=O)(=O)NNC(=O)Nc2ccc(Cl)c(Cl)c2)cc1 | -29% | 2% | 1% | -20% | -5% | -8% | -23% | 5 | -3 | 0 | 0%
